FXIIa mix inh – inhibitors of human coagulation factor XIIa, pooled mixtures | P00748 | purified FXIIa, fluorogenic substrate | inhibition, % at 5 µM | 62,000 compounds, 0.2% hits;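 also: 0% = enzyme without compound and 100% = no enzyme blank; some results filed as inactive read as strong as hits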
HTR1A agonist – activates the human 5-HT1a serotonin receptor; activation, % at 10 µM; 65,000 compounds, 0.56% hits; P08908; CHO 5-HT1a Ga15 NFAT-bla reporter, FRET ratio; 0% basal, 100% maximal reference agonist;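 active = activation above the screen-wide mean activation plus 3 SD, cut at about 19% in these data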;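 also: 0% = DMSO wells and 100% = 5-CT at EC100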
FXIa mix inh – inhibitors of human coagulation factor XIa, pooled mixtures. inhibition, % at 5 µM. 62,000 compounds, 0.19% hits. P03951. purified FXIa, fluorogenic substrate;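 also: each value is inhibition by a whole ten-compound pool holding the compound; 0% = enzyme with no mixture and 100% = wells lacking enzyme; strong numbers were not always called active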
CatL inh – blocks human cathepsin L protease activity | purified cathepsin L, fluorogenic substrate, fluorescence | 58,000 compounds, 0.17% hits | AID 460 | inhibition, %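 (tested at 10 µM)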 | P07711; in the data active = inhibition above about 45%;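 also: 0% = enzyme with no compound and 100% = no enzyme blank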
Cathepsin G inh – blocks human cathepsin G enzyme activity | purified enzyme, AMC-tetrapeptide fluorescence, pooled mixtures | inhibition, % at 5 µM (by protocol) | 62,000 compounds, 0.2% hits | AID 581;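 active = inhibition above 20% in each of the two mixture wells holding the compound; inactive = inhibition of 20% or less in either well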;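 also: 0% = enzyme control without mixture and 100% = blank lacking enzyme; strong numbers were not always called active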
Target sequence (P08311 21-244 limits assumed): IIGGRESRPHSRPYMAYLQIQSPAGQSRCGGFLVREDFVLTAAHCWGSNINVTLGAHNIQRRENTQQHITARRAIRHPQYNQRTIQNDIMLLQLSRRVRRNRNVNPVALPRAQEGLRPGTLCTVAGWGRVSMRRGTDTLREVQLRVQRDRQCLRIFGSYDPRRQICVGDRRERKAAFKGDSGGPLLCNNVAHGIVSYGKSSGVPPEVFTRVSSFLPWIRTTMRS
MKP-1 inh – human dual specificity phosphatase 1 inhibition. P28562. recombinant MKP-1, OMFP hydrolysis fluorescence. inhibition, %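 (compounds tested at a single concentration somewhere between 10 and 100 µM)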. 65,000 compounds, 0.15% hits;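 active = inhibition above about 50%, limit read from the data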;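 also: 0% = DMSO max control wells and 100% = wells with enzyme stopped by NaOH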
Hsp90 block – displaces geldanamycin probe from tumor Hsp90 | 64,000 compounds, 0.35% hits | inhibition, % at 30 µM | NCI-N417 lysate Hsp90, Cy3B-geldanamycin FP displacement | AID 429 | P07900;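 active = inhibition above 50%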;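 also: 0% = tracer plus lysate wells and 100% = tracer alone without lysate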
C1s inh – blocks human complement C1s protease activity; 62,000 compounds, 0.16% hits; P09871; AID 538; mean inhibition % of two 10-compound mixtures (hits give high values), % at 5 µM (by protocol); purified C1s, fluorogenic AMC substrate, pooled mixtures;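 active = inhibition above 20% in each of the two 10-compound mixture wells holding the compound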;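 also: 0% = enzyme wells lacking compound mixture and 100% = no-enzyme blank wells; some compounds called inactive have numbers as strong as hits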
Cdc25B block – inhibitors of human Cdc25B phosphatase; P30305; recombinant Cdc25B, OMFP fluorescence Ex485/Em525; inhibition, %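 (compounds tested at 10 µM final in the well)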; 65,000 compounds, 0.1% hits; AID 368; in the data active = inhibition above about 50%
The depositor's hits bear a star; & = joins results of further samples. Rule as the data show it, unless noted: active = inhibition above about 20% (passing the limit was not always enough); inactive = the rest. Some of the compounds tested; count on the stated rates, not on these rows.

Short forms – A = FXIIa mix inh; B = HTR1A agonist; C = FXIa mix inh; D = CatL inh; E = Cathepsin G inh; F = MKP-1 inh; G = Hsp90 block; H = C1s inh; I = Cdc25B block
Structure: C[C@@H]1C[C@H]2[C@@H]3C[C@H](F)C4=CC(=O)C=C[C@]4(C)[C@@]3(F)[C@@H](O)C[C@]2(C)[C@@]1(O)C(=O)COC(=O)C(C)(C)C
  A: -19.7	B: 5.5	C: 13.1	D: -10.9	E: 13.4	F: -1.8	G: -1.5	H: 11.4	I: -21.0
Structure: CN(C)CCOc1ccccc1Cc1ccccc1
  A: 1.0	B: 2.0	C: 5.4	D: 28.2	E: 4.8	F: 38.9	G: -4.8	H: -0.1	I: -18.6
Structure: CCn1cc(C(=O)O)c(=O)c2cc(F)c(N3CCNCC3)nc21
  A: -11.3	B: 0.7	C: 7.7	D: 11.1	E: 9.8	F: -12.6	G: 4.0	H: 13.1	I: -9.6
Structure: CCCCOc1ccc(CC(=O)NO)cc1
  A: 11.5	B: 2.5	C: 14.9	D: 25.8	E: 1.7	F: -21.9	G: -3.7	H: -4.0	I: -14.2
Structure: Cn1c(=O)c2c(ncn2CCO)n(C)c1=O
  A: 1.8	B: 2.2	C: 1.1	D: -2.4	E: 12.8	F: -12.2	G: 1.3	H: -15.6	I: -12.3
Structure: CCCCC1C(=O)N(c2ccccc2)N(c2ccccc2)C1=O
  A: -1.2	B: 0.9	C: 5.7	D: 13.4	E: 9.2	F: -9.3	G: -0.4&2.1	H: 12.0	I: -10.7
Structure: Cc1cccc(C)c1NC(=O)C1CCCCN1C (configuration not stated)
  A: 3.0	B: -1.1	C: -3.4	D: 0.5	E: 9.3	F: -17.1	G: -2.6	H: -16.9	I: -17.9

Looked up by structure from above, 3 records:
Short forms – A = FXIIa mix inh; B = HTR1A agonist; C = FXIa mix inh; D = CatL inh; E = Cathepsin G inh; F = MKP-1 inh; G = Hsp90 block; H = C1s inh; I = Cdc25B block
Structure: Cn1c(=O)c2c(ncn2CCO)n(C)c1=O
  A: 1.8	B: 2.2	C: 1.1	D: -2.4	E: 12.8	F: -12.2	G: 1.3	H: -15.6	I: -12.3
Structure: CN(C)CCOc1ccccc1Cc1ccccc1
  A: 1.0	B: 2.0	C: 5.4	D: 28.2	E: 4.8	F: 38.9	G: -4.8	H: -0.1	I: -18.6
Structure: C[C@@H]1C[C@H]2[C@@H]3C[C@H](F)C4=CC(=O)C=C[C@]4(C)[C@@]3(F)[C@@H](O)C[C@]2(C)[C@@]1(O)C(=O)COC(=O)C(C)(C)C
  A: -19.7	B: 5.5	C: 13.1	D: -10.9	E: 13.4	F: -1.8	G: -1.5	H: 11.4	I: -21.0

For reference, part of the list above:
Short forms – A = FXIIa mix inh; B = HTR1A agonist; C = FXIa mix inh; D = CatL inh; E = Cathepsin G inh; F = MKP-1 inh; G = Hsp90 block; H = C1s inh; I = Cdc25B block
Structure: CCCCC1C(=O)N(c2ccccc2)N(c2ccccc2)C1=O
  A: -1.2	B: 0.9	C: 5.7	D: 13.4	E: 9.2	F: -9.3	G: -0.4&2.1	H: 12.0	I: -10.7
Structure: Cc1cccc(C)c1NC(=O)C1CCCCN1C (configuration not stated)
  A: 3.0	B: -1.1	C: -3.4	D: 0.5	E: 9.3	F: -17.1	G: -2.6	H: -16.9	I: -17.9

Screening results: PubChem, several laboratories
